# bub3 = NCI yeast anticancer drug screen, S. cerevisiae bub3 mutant strain. growth inhibition, % at 50 µM. AID 167. 78,000 compounds, 9.9% hits;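 further: 0% = growth of vehicle-only cultures of the same strain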
#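 Growth of a checkpoint-deficient yeast mutant is measured after compound exposure. Values represent inhibition relative to vehicle.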
# yeast sgs1 mgt1 = NCI yeast anticancer drug screen, S. cerevisiae sgs1 mgt1 strain. growth inhibition, % at 50 µM. 78,000 compounds, 10% hits;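 further: 0% = growth of vehicle-only cultures of the same strain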
#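 Genetically altered yeast, compound exposure, growth inhibition relative to vehicle.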
# cln2 rad14 = NCI yeast anticancer drug screen, S. cerevisiae cln2 rad14 strain; % growth inhibition at 50 µM; 78,000 compounds, 8.3% hits;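 further: 0% = growth of vehicle-only cultures of the same strain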
#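 The screen exposed genetically defined yeast (cln2 rad14) to test compounds and scored growth inhibition relative to vehicle-treated controls.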
# mec2-1 = NCI yeast anticancer drug screen, S. cerevisiae mec2-1 strain. growth inhibition, % at 50 µM. 79,000 compounds, 9% hits;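 further: 0% = growth of vehicle-only cultures of the same strain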
#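 Each compound was tested on mec2-1 yeast, a strain altered in DNA damage repair or cell cycle control. Growth inhibition is reported relative to vehicle.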
# yeast rad50 = NCI yeast anticancer drug screen, S. cerevisiae rad50 strain; 79,000 compounds, 10% hits; % growth inhibition at 50 µM;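 further: 0% = growth of vehicle-only cultures of the same strain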
#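 Readout: growth inhibition relative to vehicle-treated cultures. Compound exposure was carried out in a genetically defined yeast strain deficient in DNA damage repair.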
# mlh1 rad18 = NCI yeast anticancer drug screen, S. cerevisiae mlh1 rad18 strain. % growth inhibition at 50 µM. 79,000 compounds, 11% hits;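 further: 0% = growth of vehicle-only cultures of the same strain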
#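 Test agents were incubated with a yeast strain of defined genotype (DNA damage repair defect). Inhibition of growth was derived by comparison with vehicle-exposed cultures.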
# An asterisk follows results filed as active; . = no result given; & = joins results of further samples. No stated cut-off is given here; in the data, active means growth inhibition above about 70%; inactive means the rest. The order is random; overall some 14% were active at least once.
# Each structure is followed by: bub3, yeast rad50, cln2 rad14, mlh1 rad18, yeast sgs1 mgt1, mec2-1
CNC(C)C(=O)c1ccc2ccc3ccccc3c2c1 (stereo not drawn)
    68, 54, 18, 71*, 59, 47
Cc1ccc(N=NNc2ccccc2)cc1
    -11, -8, -14, -8, -8, -8
CCN(CC)c1ccc(/C=C2\SC(=S)NC2=O)cc1
    9, 3, 10, 8, 28, 5
CC(=O)OCC#Cc1ccccc1
    19, -11, -18, -1, 0, -14
COCc1nc(C#N)c(N)o1
    5, 6, 26, 20, 0, 12
CCOC(=O)n1ccc2c(C(=O)OC)c(C(=O)OC)cc(/C(=C/C(=O)OC)C(=O)OC)c21
    27, 13, -6, -9, 3, 2
Cc1cccc(C)c1N1C(=O)C(=O)C(c2nc3ccccc3s2)/C(=N/NC(=O)NN)C1=O (stereo not drawn)
    3, 30, 4, 22, -2, 1
COc1ccc(CSC(=S)Nc2ccc(N=Nc3ccccc3)cc2)cc1
    -7, 34, 25, 2, 25, 12
Cc1c(O)c2c(c(O)c1Cc1ccc(C#N)cc1)C(=O)c1ccccc1C2=O
    -2, -4, -4, -1, 18, 31
COC(=O)c1ccccc1-n1cnc2ccccc2c1=O
    5, -8, -5, 4, -13, 3
CC(C)=NNC(=O)c1ccc([N+](=O)[O-])cc1
    4, 9, 5, 10, 2, 1
CCCC(O)C(N)CC (stereo not drawn)
    6, 49, 4, 8, 10, -5
CCCOC1CC(C)C(O)C(C)C1 (stereo not drawn)
    -1, 25, -11, 16, 3, -4
CC(C)Cn1cnc2c(Cl)nc3ccccc3c21
    34, -38, 0, -12, 23, 20
O=[N+]([O-])c1cccc(/C=C/c2cc(N(CCO)CCO)c3ccccc3n2)c1
    -7, 48, 4, 22, 11, 13
Cc1cn(C2CC(N(C)C)C(CO)O2)c(=O)[nH]c1=O (stereo not drawn)
    -28, -28, 12, -35, -18, -26
S=c1ncc2c([nH]1)C1c3ccccc3C2c2ccccc21
    92*, 86*, 88*, 91*, 90*, 92*
ON1c2ccccc2-c2ccccc2C1(c1ccccc1)c1ccccc1
    72*, 96*, 70, 97*, 79*, 97*
CCn1c(C)nc2c(N)cccc2c1=O
    -11, 24, -7, 3, -8, -5
CC(C)(C)C(=O)Nc1ccc2c(c1)C(=O)c1ccccc1C2=O
    87*, 82*, 83*, 86*, 81*, 79*

# A second format for part of the listing above:
> CNC(C)C(=O)c1ccc2ccc3ccccc3c2c1 (stereo not drawn)
  bub3: 68
  yeast rad50: 54
  cln2 rad14: 18
  mlh1 rad18: 71*
  yeast sgs1 mgt1: 59
  mec2-1: 47

> CCOC(=O)n1ccc2c(C(=O)OC)c(C(=O)OC)cc(/C(=C/C(=O)OC)C(=O)OC)c21
  bub3: 27
  yeast rad50: 13
  cln2 rad14: -6
  mlh1 rad18: -9
  yeast sgs1 mgt1: 3
  mec2-1: 2

> CC(C)Cn1cnc2c(Cl)nc3ccccc3c21
  bub3: 34
  yeast rad50: -38
  cln2 rad14: 0
  mlh1 rad18: -12
  yeast sgs1 mgt1: 23
  mec2-1: 20

> CCCOC1CC(C)C(O)C(C)C1 (stereo not drawn)
  bub3: -1
  yeast rad50: 25
  cln2 rad14: -11
  mlh1 rad18: 16
  yeast sgs1 mgt1: 3
  mec2-1: -4

# Carrying on:
# Each structure is followed by: bub3, yeast rad50, cln2 rad14, mlh1 rad18, yeast sgs1 mgt1, mec2-1
Cc1ccc(O)c(C=NCCN=Cc2cc(C)ccc2O)c1.[Zn]
    -43, -14, -13, -32, 0, 9
CCCCCCCC/C(C=O)=C\c1ccc(C)cc1
    66, 53, 52, 63, 55, 34
CCOC(=O)C(=O)C(NC(=O)Cc1ccccc1)C(=O)OCC (stereo not drawn)
    0, 27, -16, 17, 2, -9
COC(=O)c1cc2c(cc1N=Cc1ccccc1Cl)OCO2
    -1, 0, -2, 6, 12, 4
C1CCC(CC[N+]23CC[N+](CCC4CCCC4)(CC2)C3)C1
    12, 62, -9, 40, 45, -14
Nc1ccc2nccnc2n1
    0, -4, 7, -2, -8, -3
COc1cc2c(c([N+](=O)[O-])c1)NC(=O)CCS2
    22, -21, 18, -50, -5, 2
Nc1nc(CCl)nc(N2CCOCC2)n1
    19, 6, 20, -20, 8, 2
CN(C)c1ccc(Cc2ccc(N(C)C)cc2[N+](=O)[O-])cc1
    11, 13, 7, 64, 24, 21
Cc1ccc2c(c1)C1(c3ccccc3Cl)Oc3ccc(C)cc3C(c3ccccc3Cl)(O2)O1
    -2, -1, -6, 20, 4, 6
COc1ccc(C(=O)c2ccc(C)cc2)cc1
    ., 18, ., 10, ., 8
CCN(CC)CCOc1ccc(N=Nc2ccc(N)nc2N)cc1
    8, -9, 11, -8, 6, -15
CCCCCN(CCCCC)CCCNc1ccc(C)c2sc3ccccc3c(=O)c12
    98*, 98*, 95*, 98*, 99*, 99*
CCc1cccc(CC)c1Nc1nc(C)nc2c1cnn2-c1ccccc1
    18, 0, -16, 1, -11, -2
Cn1cnc2c([nH]c(=O)n2C2OC(CO)C(O)C2O)c1=N (stereo not drawn)
    4, 14, -35, 10, 2, 1
CCC(C)c1c(N)nc(N)[nH]c1=O (stereo not drawn)
    -8, 40, -81, -2, 2, -3
COc1ccc(C(=Nc2ccc(C)cc2)c2ccccc2)cc1
    -9, -2, -44, -16, -6, 7
Cc1onc(-c2ccccc2Cl)c1C(=O)N=C=S
    -5, -5, -3, 0, -8, -11
O=C(/C(Cl)=N/O)c1ccc(-c2ccccc2)cc1
    100*, 99*, 99*, 99*, 96*, 59
CC(=O)OC1C=CCC2C(=O)C3=C(C(=O)c4ccccc4C3=O)C(=O)C12 (stereo not drawn)
    65, 73*, 37, 33, 28, 21
Nc1nnc2nc(C(C(=O)c3cccc(O)c3)c3nc4nnc(N)n4[nH]c3=O)c(=O)[nH]n12
    1, 9, 5, 1, -7, 0
CC(C)(C)CC(C)(C)NCc1ccc(Cl)cc1
    66, 79*, 40, 61, 61, 45
COc1cccc2c1C(=O)c1c(O)c3c(c(O)c1C2=O)CC(O)(C(C)=O)CC3O (stereo not drawn)
    34, 62, 17, 51, 39, 12
CCCCCCCCCCCCCCCOc1ccc(OCCCCCCCCCCCCCC)cc1
    0, 39, -38, -4, 16, 2
N/C=N/OCc1ccccc1
    -4, 10, 5, 6, 9, 5
OCCNc1ccccc1
    6, 32, 11, 10, 3, 11
C=C1CC(C)(COc2ccc3c(C)c(C)c(=O)oc3c2C)OC1=O (stereo not drawn)
    -11, -23, -23, -25, -11, -75
O=c1c2ccccc2n2n1Cc1ccccc1C2
    12, 38, 7, 59, -12, 9
O=C1CCC(N(CC#CCN(C2=NC(=O)CC2)c2ccccc2)c2ccccc2)=N1
    37, 28, -10, 27, 3, 8
OCCOCCO[P+]1(OCCOCCO)n2c3ccc2C(c2ccccc2)=C2C=CC(=N2)C(c2ccccc2)=c2ccc(n21)=C(c1ccccc1)C1=NC(=C3c2ccccc2)C=C1
    89*, 91*, 91*, 86*, 92*, 92*
C=C(C)C(=O)O[C@H]1C[C@@]23O[C@@H]2CCC(=C[C@H]2OC(=O)C(=C)[C@H]12)COC3O (stereo partly drawn)
    8, 17, 9, -23, 15, -13
O=C1C=CC(=O)N1CCCCCCN1C(=O)C=CC1=O
    100*, 99*, 100*, 99*, 99*, 99*
COc1cc2c(c3c1c(=O)c1cc(F)ccc1n3C)C=CC(C)(C)O2
    0, 4, 11, 4, 0, -3
O=S(=O)(OI(O)CC(F)(F)F)C(F)(F)F
    14, 30, 6, 40, -1, 48
Cc1c([N+](=O)[O-])cc(C(C)(C)C)c(OC(=O)C(Cl)(Cl)Cl)c1[N+](=O)[O-]
    89*, 58, 79*, 73*, 74*, 73*
CC1=Nc2nc(=NCCCN(C)C)nc3cccc(n23)N1
    6, 8, 11, 4, 8, -1
CCN(CC)C(=O)Cc1ccc2c3c(cccc13)CC2
    2, -2, -1, 12, -2, -2
OC(Cc1cccnc1)(c1ccccc1)c1ccccc1
    -14, 0, -22, 0, -17, -40
Cc1cc(I)cc(I)c1O
    67, 76*, -8, 86*, 55, 81*
CC(=O)CC(=O)Nc1cc(Cl)ccc1C
    27, -10, -3, 10, 26, -6

# One compound at a time, as listed above:
# Record of CCC(C)c1c(N)nc(N)[nH]c1=O (stereo not drawn) = bub3: -8; yeast rad50: 40; cln2 rad14: -81; mlh1 rad18: -2; yeast sgs1 mgt1: 2; mec2-1: -3
# Record of Cc1cn(C2CC(N(C)C)C(CO)O2)c(=O)[nH]c1=O (stereo not drawn) = bub3: -28; yeast rad50: -28; cln2 rad14: 12; mlh1 rad18: -35; yeast sgs1 mgt1: -18; mec2-1: -26
# Record of CCCCCN(CCCCC)CCCNc1ccc(C)c2sc3ccccc3c(=O)c12 = bub3: 98*; yeast rad50: 98*; cln2 rad14: 95*; mlh1 rad18: 98*; yeast sgs1 mgt1: 99*; mec2-1: 99*

# Carrying on.
# Each structure is followed by: bub3, yeast rad50, cln2 rad14, mlh1 rad18, yeast sgs1 mgt1, mec2-1
C=Nc1ccc2ccccc2c1Cc1c(O)ccc2ccccc12
    98*, 97*, 97*, 97*, 97*, 97*
O=S(=O)(O)c1cc(O)c2c(N=Nc3c(S(=O)(=O)O)cc4cc(S(=O)(=O)O)cc(N=Nc5c(S(=O)(=O)O)cc6cc(S(=O)(=O)O)cc(O)c6c5O)c4c3O)cc(S(=O)(=O)O)cc2c1
    -8, -5, -15, 8, 5, 27
C#CCNC(C)(C)C
    100*, 98*, 99*, 99*, 86*, 99*
O=[N+]([O-])c1ccc(N(CCO)CCO)cc1
    -6, 1, 9, -17, -2, -13
O=C(O)c1cc(-c2ccc(-c3ccc(-c4cc(C(=O)O)c5cc(Cl)ccc5n4)cc3)cc2)nc2ccc(Cl)cc12
    -20, 5, -26, -14, -12, -3
CCOC(=O)NC(C(F)(F)F)(C(F)(F)F)P(=O)(OCC)OCC
    -1, -45, -8, -7, -52, -14
N#C/C(=C\c1ccc(Cl)cc1)c1nc(-c2cc3ccccc3oc2=O)cs1
    -31, -2, -1, -57, -15, 3
CC(O)C(C(c1ccccc1)N1CCOCC1)N1CCOCC1 (stereo not drawn)
    6, -14, -31, -2, -8, -2
CN(C)CC1CCCCC(CN(C)C)C1=O (stereo not drawn)
    8&-12, -16&-23, -53&4, -9&-14, -9&-15, 3&-6
O=C(O)Cc1ccc2c(c1O)C(=O)c1ccccc1C2=O
    66, 89*, 58, 74*, 79*, 67
N#CC1=C(S)N(C2OC(CO)C(O)C(O)C2O)C(c2ccccc2)=CC1c1ccccc1 (stereo not drawn)
    0, 15, -6, 17, 10, 6
CC1(CBr)COC(c2ccccc2)(c2cccs2)OC1 (stereo not drawn)
    -1, 21, 5, 30, 13, 11
C=C(C)/C=N/Nc1ccc([N+](=O)[O-])cc1[N+](=O)[O-]
    -4, 7, 35, 18, -13, 12
CC(C)(C)c1cc(O)c(C(C)(C)C)cc1O
    0, 12, -2, 11, 6, 0
CCOC(=O)Sc1nccn1C
    -13, 8, -5, 0, 3, -19
O=C(C(=O)N1CCc2ccccc21)c1c[nH]c2ccccc12
    -3, 6, 3, 12, -12, 2
C=C(Cl)C(=NC(C)(C)C)Nc1ccccc1C
    84*, 69, 66, 40, 81*, 75*
CSc1nc2c(=O)n(-c3ccccc3)c(=S)n(-c3ccccc3)c2s1
    -14, -26, -31, -21, -16, -13
C=C1C(=O)C2CCC1C2 (stereo not drawn)
    8, 32, -3, 8, 24, -25
O=C(OCCCl)c1ccc(Cl)c(Cl)c1
    4, 6, 9, -20, 7, -20
Nc1nc(N)c(N)c(=O)[nH]1
    -10&-16, 23&6, -12&-50, -14&-10, -6&13, -8&-13
O=C1c2ccccc2C(=Nc2ccc3ccccc3c2)C1(C1=C(c2ccccc2)C(=Nc2ccc3ccccc3c2)c2ccccc21)c1ccccc1 (stereo not drawn)
    49, 27, 18, 26, 52, 32
Nc1ccccc1C(=O)NCCc1c[nH]c2ccccc12
    48, 6, 67, 7, 34, 12
COc1ccc(-c2cc(=O)c3c(O)cccc3o2)cc1
    ., 3, ., -1, ., -37
CSc1nc(C)c(C(=O)CCN2CCN(c3ccccn3)CC2)s1
    80*, 87*, 43, 59, 66, 78*

# Bioassay records from PubChem BioAssay.
